Assay outcomes (PubChem)
AddAB inh: growth inhibition of E. coli expressing H. pylori AddAB, primary screen, AddAB inhibitor project, absorbance. inhibition, % at 11.9 µM. 330,000 tested, 0.29% active. AID 435030, 2010; in the data active means inhibition above about 12%;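 further: 0% = vehicle wells of infected cells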
MOR-DOR inv ag: inverse agonists of MOR-DOR heterodimerization, primary screen, cell-based, luminescence | Mu-type opioid receptor (Homo sapiens) + Delta-type opioid receptor (Homo sapiens), … | cell-based MOR-DOR heterodimer luminescence, inverse agonism | inhibition, % at 9.3 µM | 340,000 tested, 0.21% active | AID 504357, 2011; in the data active means inhibition above about 22%, passing the limit was not always enough;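 further: 0% = cells with DMSO and 100% = wells without cells with DMSO; values of inactives mirror those of a sister screen read the other way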
HTR5A inv ctr: HTR5A inverse agonists in luminescence cell assay, primary screen, counter-screen for OPRM1-OPRD1 heterodimer inverse agonist project, full-deck HTS | inhibition, % at 9.3 µM | AID 504634, 2011 | HTR5A cell line, inverse agonism | 340,000 tested, 0.083% active; in the data active means inhibition mostly above about 23%, no sharp cut-off; inactive means mostly below about 18%;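 further: 0% = cells with DMSO and 100% = no-cell wells with DMSO; some compounds called inactive have numbers as strong as hits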
Target sequence (P47898 whole entry, looked up): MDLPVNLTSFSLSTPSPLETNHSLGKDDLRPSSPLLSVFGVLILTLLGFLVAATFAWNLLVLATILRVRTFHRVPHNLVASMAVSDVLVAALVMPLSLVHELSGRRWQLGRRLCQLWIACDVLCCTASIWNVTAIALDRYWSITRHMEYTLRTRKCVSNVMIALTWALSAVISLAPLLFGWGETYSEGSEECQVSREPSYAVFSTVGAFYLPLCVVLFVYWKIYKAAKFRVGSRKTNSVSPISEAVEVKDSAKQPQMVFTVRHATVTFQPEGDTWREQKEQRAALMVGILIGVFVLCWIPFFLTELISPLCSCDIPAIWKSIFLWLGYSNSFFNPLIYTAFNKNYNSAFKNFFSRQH
phage Ecoli inh: growth loss of phage-infected E. coli, primary screen, RecBCD inhibitor project, absorbance, with phage, HTS; inhibition, % at 11.9 µM; AID 651602, 2012; 360,000 tested, 0.26% active; in the data active means inhibition above about 11%
PfHsp90 yeast 2: growth inhibition of PfHsp90-expressing yeast, primary screen, antimalarial PfHsp90 inhibitor project, S. cerevisiae, BacTiter-Glo luminescence, single point, set 2 | 310,000 tested, 0.32% active | BacTiter-Glo ATP, 48 h; yeast lacking PDR1 and PDR3 efflux regulators | inhibition, % at 9.4 µM;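 active means every replicate shows inhibition above about 80%, whatever the replicate mean, limit read from the data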;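 further: 0% = DMSO neutral controls and 100% = 20 µM radicicol positive controls; yeast relying on Plasmodium falciparum Hsp90 in place of its own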
OPRM1-OPRD1 ag: agonists of OPRM1-OPRD1 heterodimerization, primary screen, cell-based, luminescence; Mu-type opioid receptor (Homo sapiens) + Delta-type opioid receptor (Homo sapiens), …; cells; activation, % at 9.3 µM; 340,000 tested, 0.3% active; AID 504326, 2011; in the data active means activation above about 18%;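 further: 0% = vehicle-treated cells and 100% = reference agonist; values of inactives mirror those of a sister screen read the other way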
Ecoli viability: E. coli V3065 growth inhibition, primary screen, counter-screen for AddAB inhibitor project, absorbance, OD600 | 18 h | inhibition, % at 11.9 µM | 330,000 tested, 0.27% active | AID 449728, 2010;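 active means inhibition above the campaign's mean inhibition across all tested compounds plus 3 SD, cut at about 9.9% in these data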;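 further: uninfected addAB+ strain grown without phage in ampicillin broth; 0% = DMSO wells and 100% = ciprofloxacin 0.95 µg/ml wells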
PKA-R1A act: activators of PKA-R1A holoenzyme, primary screen, biochemical, fluorescence polarization, Cy5-IP20, bovine R1A, mouse PKAc; cAMP-dependent protein kinase type I-alpha regulatory subunit (Bos taurus) + …; PKA-R1A dissociation; scaled: DMSO 0%, 113 µM cGMP 100%; activation, % at 11.4 µM; 340,000 tested, 0.083% active; AID 504707, 2011;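 active means percent activation above the mean of all tested compounds plus 3 SD, cut at about 19% in these data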;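 further: higher means more PKAc released from R1A so a rise in polarization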
Tat export inh: E. coli Tat export inhibitors, primary screen, MC4100, TorA-mCherry reporter, fluorescence, single point; inhibition, % at 10 µM; 340,000 tested, 0.036% active; AID 488895, 2010;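 active means mean replicate inhibition at least 50% and at least half of replicates individually reaching 50%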;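 further: exported cargo escapes ClpAP degradation while cytoplasmic cargo is degraded and loses fluorescence; 0% = median of neutral control wells and 100% = median of NaSCN control wells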
PKA-R2B act: activators of PKA-R2B holoenzyme, primary screen, biochemical, fluorescence polarization, Cy5-IP20, human; PKA-R2B holoenzyme dissociation; R2B truncated from residue 108, S112A mutant; 0% DMSO only, 100% 113 µM cGMP; activation, % at 11.4 µM; 340,000 tested, 0.079% active;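 active means activation above a cutoff set at the mean over all compounds plus 3 SD, cut at about 18% in these data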;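 further: higher means more holoenzyme dissociation and a rise in polarization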
Target sequence (P31323 whole entry, looked up, other chains not shown, the tested form may be a part): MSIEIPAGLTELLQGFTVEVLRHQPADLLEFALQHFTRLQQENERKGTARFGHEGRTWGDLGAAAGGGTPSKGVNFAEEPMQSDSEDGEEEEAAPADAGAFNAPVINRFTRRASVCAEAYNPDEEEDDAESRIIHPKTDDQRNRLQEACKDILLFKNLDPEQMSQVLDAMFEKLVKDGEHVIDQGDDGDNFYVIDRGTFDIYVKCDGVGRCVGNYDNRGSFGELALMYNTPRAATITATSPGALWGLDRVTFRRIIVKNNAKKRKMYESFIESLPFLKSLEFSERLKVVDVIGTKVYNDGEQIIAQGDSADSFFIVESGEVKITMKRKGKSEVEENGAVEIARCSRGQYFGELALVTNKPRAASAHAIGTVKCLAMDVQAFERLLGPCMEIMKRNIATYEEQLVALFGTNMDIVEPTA
Mot1-301 SUMO: yeast Mot1-301 growth rescue at high temperature, primary screen, SUMOylation pathway inhibitor project, S. cerevisiae, ATP luminescence, 38.5C; 320,000 tested, 1% active; S. cerevisiae Mot1-301 growth rescue; percent above DMSO median, 100 means doubled; growth rescue, % at 18.8 µM; AID 2716, 2010;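 active means every valid replicate shows activation above 250% relative to neutral control wells; inactive means the rest, any valid replicate at or below 250%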;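 further: OY570 slx delta 5 strain wells were the positive control but not used for scaling; some compounds called inactive have numbers as strong as hits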
An asterisk follows results filed as active; / = no result given.

1. CCOC(=O)C1CCN(C(=O)c2cc(S(=O)(=O)N3CCc4ccccc43)ccc2OC)CC1
2. COc1ccc(NC(=O)CCCc2ccc(OC)c(C)c2)cc1
3. O=C(CSc1ccccn1)Nc1ccc(Cl)cn1
4. CC(C)(C)OC(=O)N(CCc1ccccc1)Cc1cccc(OCc2cccc(NC(=O)c3ccccc3)c2)c1
5. C/C(=N\NC(=O)C(O)c1ccccc1)c1ccc(C)s1 (centres undefined)
6. CC(OC(=O)c1ccc(Cl)cc1)C(=O)NCc1ccc2c(c1)OCO2 (centres undefined)
assay / compound	1	2	3	4	5	6
AddAB inh	-0.3	1.0	5.9	/	-0.6	1.1
MOR-DOR inv ag	9	3	7	10	0	8
HTR5A inv ctr	0	-14	14	4	6	0
phage Ecoli inh	0.1	2.2	2.1	0.2	1.3	1.5
PfHsp90 yeast 2	/	-15	-16	7	10	9
OPRM1-OPRD1 ag	-1.4	-0.7	-1.5	-2.2	0.1	-1.8
Ecoli viability	0.8	0.1	-1.3	/	-2.4	-1.0
PKA-R1A act	3	4	6	-1	-3	-5
Tat export inh	-2	-4	-3	-4	-5	-5
PKA-R2B act	-1	2	0	-7	-3	0
Mot1-301 SUMO	-4	6	-6	/	-9	/

7. CN(CC(=O)NCc1ccc(F)cc1)CC(=O)Nc1ccc(Cl)c(C(F)(F)F)c1
8. COCCn1c(SCC(=O)NCc2ccco2)nc2cccnc21
9. Cc1cccc(NC(=O)Nc2ccccc2)n1
10. O=C(N/N=C/c1ccoc1)c1cc(Br)ccc1O
11. CN(C)c1nc(N2CCOCC2)nc(N(c2ccccc2)c2ccccc2)n1
12. CC(=O)Oc1ccc2c(=O)oc(-c3ccccc3)nc2c1
assay / compound	7	8	9	10	11	12
AddAB inh	3.4	-5.3	-0.7	9.9	/	0.8
MOR-DOR inv ag	-27	6	-1	21	8	-3
HTR5A inv ctr	-29	-4	-25	20	-6	3
phage Ecoli inh	1.2	1.3	0.9	2.8	3.4	1.5
PfHsp90 yeast 2	-5	-23	5	-13	/	-23
OPRM1-OPRD1 ag	3.9	-1.1	0.1	-6.5	-1.5	0.5
Ecoli viability	0.9	-1.1	-3.1	7.7	/	2.9
PKA-R1A act	-5	-10	-1	7	-4	5
Tat export inh	-2	-1	1	-2	0	5
PKA-R2B act	-5	10	-3	14	3	1
Mot1-301 SUMO	24	8	9	-12	/	-2

13. COc1ccc(NC(=O)CSCC(=O)Nc2sccc2C#N)cc1
14. Cc1ccccc1CN1CCNC(=O)C1CC(=O)NC1CCCCCCC1 (centres undefined)
15. Cc1c(-c2ccn[nH]2)cc(NC(=O)c2ccc(Cl)cc2)c(=O)n1N
16. Cc1ccc(S(=O)(=O)N2[C@@H](c3ccccc3F)C(C(=O)O)=CC[C@H]2c2ccc(Cl)cc2)cc1
17. CN1CCN(/N=C/c2ccc(-c3ccc([N+](=O)[O-])cc3Cl)o2)CC1
18. Cc1c(Cl)cccc1-n1c(SCC(=O)NCc2cccs2)nnc1-c1ccncc1
assay / compound	13	14	15	16	17	18
AddAB inh	1.4	5.3	2.9	-0.2	0.8	-1.1
MOR-DOR inv ag	-10	-8	/	8	-18	9
HTR5A inv ctr	-26	2	/	13	40	-16
phage Ecoli inh	1.5	0.7	4.1	1.0	0.4	4.6
PfHsp90 yeast 2	18	23	-55	4	26	6
OPRM1-OPRD1 ag	1.5	1.5	/	-1.4	3.9	-1.6
Ecoli viability	-0.9	0.3	-0.4	1.4	-0.9	-0.1
PKA-R1A act	-6	-6	/	2	1	1
Tat export inh	-8	1	-7	1	5	2
PKA-R2B act	0	14	/	-6	-3	-5
Mot1-301 SUMO	-8	-11	-14	131	19	-5

19. Cc1oc(C(=O)O)cc1CSCc1cc(C(=O)O)c(C)o1
20. CC(C)(C)C1CCc2c(sc3c2C(=O)NC(c2ccco2)N3)C1 (centres undefined)
21. O=C(C(=O)N1CCOCC1)c1cn(CCOc2ccccc2)c2ccccc12
22. COCCN1C(=O)C(=O)/C(=C(/O)c2ccc(S(=O)(=O)N3CCCCC3)cc2)C1c1ccc(O)c(OC)c1 (centres undefined)
23. CCOC(=O)CSC1=C(C#N)C(c2sccc2C)C(C(C)=O)=C(C)N1 (centres undefined)
24. CC(Sc1ccccc1)C(=O)N1CCN(S(=O)(=O)c2cccc(Br)c2)CC1 (centres undefined)
assay / compound	19	20	21	22	23	24
AddAB inh	4.4	-3.1	3.0	2.0	-0.1	4.4
MOR-DOR inv ag	9	-10	10	14	0	-15
HTR5A inv ctr	-8	1	-12	-7	-8	3
phage Ecoli inh	1.7	0.2	2.9	-0.9	2.1	-0.1
PfHsp90 yeast 2	-9	-9	/	-6	-19	-26
OPRM1-OPRD1 ag	-1.5	1.7	-2.0	-2.6	-0.1	2.7
Ecoli viability	3.2	-1.2	1.5	0.6	1.1	1.3
PKA-R1A act	-12	-5	-3	-1	9	-11
Tat export inh	-6	1	4	0	-1	5
PKA-R2B act	2	-10	-7	-6	-12	-8
Mot1-301 SUMO	4	8	-19	8	-4	-17

25. CC(=O)NCC(=O)N(C)C(C(=O)Nc1ccc2c(c1)OCCO2)c1ccc(C)cc1 (centres undefined)
26. O=C(O)c1ccccc1C(=O)Nc1ccc(Br)c2cccnc12
27. Cc1cnc(NC(=O)c2sc(Nc3ccccc3)nc2N)o1
28. COc1ccc(S(=O)(=O)N2Cc3ccccc3CC2C(=O)O)cc1 (centres undefined)
29. COc1ccc(C)cc1COC(=O)c1[nH]c(C)c(C(C)=O)c1C
30. COCc1cc(=O)[nH]c2cc(NC(=O)c3cccc(OC)c3)c(C)cc12
assay / compound	25	26	27	28	29	30
AddAB inh	1.6	-3.5	3.5	3.3	4.1	0.2
MOR-DOR inv ag	-5	5	/	14	9	18
HTR5A inv ctr	0	1	/	8	10	-1
phage Ecoli inh	0.1	1.1	2.7	4.2	3.3	1.3
PfHsp90 yeast 2	-5	-36	8	4	38	11
OPRM1-OPRD1 ag	0.9	-0.9	/	-3.3	-1.7	-3.9
Ecoli viability	1.2	-3.1	2.1	0.2	0.1	-0.9
PKA-R1A act	4	-11	/	-17	0	5
Tat export inh	-5	5	2	2	7	-2
PKA-R2B act	-10	6	/	3	-11	-7
Mot1-301 SUMO	-12	7	-5	-14	0	-12

Laid out differently: entries from further up.
#30 COCc1cc(=O)[nH]c2cc(NC(=O)c3cccc(OC)c3)c(C)cc12
  AddAB inh: 0.2 | MOR-DOR inv ag: 18 | HTR5A inv ctr: -1 | phage Ecoli inh: 1.3 | PfHsp90 yeast 2: 11 | OPRM1-OPRD1 ag: -3.9 | Ecoli viability: -0.9 | PKA-R1A act: 5 | Tat export inh: -2 | PKA-R2B act: -7 | Mot1-301 SUMO: -12
#25 CC(=O)NCC(=O)N(C)C(C(=O)Nc1ccc2c(c1)OCCO2)c1ccc(C)cc1 (centres undefined)
  AddAB inh: 1.6 | MOR-DOR inv ag: -5 | HTR5A inv ctr: 0 | phage Ecoli inh: 0.1 | PfHsp90 yeast 2: -5 | OPRM1-OPRD1 ag: 0.9 | Ecoli viability: 1.2 | PKA-R1A act: 4 | Tat export inh: -5 | PKA-R2B act: -10 | Mot1-301 SUMO: -12

(listing goes on)
31. Oc1ccc(C=Nc2ccc(N3CCOCC3)cc2)c(O)c1
32. Cc1noc(C)c1CSCC(=O)OCC(=O)NC1CCCCC1
33. NC(=O)C1CCN(c2nc(-c3cccc(Cl)c3)cs2)CC1
34. CC1CCCC(NC(=O)COC(=O)c2cc3ccccc3oc2=O)C1C (centres undefined)
35. C=CCn1cc(C(=O)OC)c(=O)c2cc(S(=O)(=O)N3CCC(C)CC3)ccc21
36. Cn1c2c(c(=O)n(C)c1=O)C(c1ccc(C(F)(F)F)cc1)CC(=O)N2 (centres undefined)
37. CCOC(=O)Cn1nnnc1C(C(C)C)N(Cc1cc2c(C)cc(C)cc2[nH]c1=O)C1CCCC1 (centres undefined)
assay / compound	31	32	33	34	35	36	37
AddAB inh	1.7	0.3	0.8	1.2	-0.5	1.6	2.0
MOR-DOR inv ag	6	0	5	-21	-23	13	-14
HTR5A inv ctr	9	-27	1	13	-26	3	-13
phage Ecoli inh	3.3	0.3	3.5	-0.5	0.9	3.1	-1.2
PfHsp90 yeast 2	-3	9	/	10	/	-7	6
OPRM1-OPRD1 ag	-1.1	0.0	-1.0	4.8	4.2	-2.3	2.4
Ecoli viability	1.5	-1.1	1.1	0.1	-0.4	1.6	-0.2
PKA-R1A act	6	-4	9	8	0	1	10
Tat export inh	-3	-6	-13	-2	-9	-1	6
PKA-R2B act	-3	-4	-12	-7	7	-1	6
Mot1-301 SUMO	-5	1	9	-5	-21	-2	-19

Single records, as listed above. Screens in order: AddAB inh, MOR-DOR inv ag, HTR5A inv ctr, phage Ecoli inh, PfHsp90 yeast 2, OPRM1-OPRD1 ag, Ecoli viability, PKA-R1A act, Tat export inh, PKA-R2B act, Mot1-301 SUMO
`Cn1c2c(c(=O)n(C)c1=O)C(c1ccc(C(F)(F)F)cc1)CC(=O)N2` (centres undefined) is entered as 1.6, 13, 3, 3.1, -7, -2.3, 1.6, 1, -1, -1, -2
`C=CCn1cc(C(=O)OC)c(=O)c2cc(S(=O)(=O)N3CCC(C)CC3)ccc21` is entered as -0.5, -23, -26, 0.9, /, 4.2, -0.4, 0, -9, 7, -21
`Oc1ccc(C=Nc2ccc(N3CCOCC3)cc2)c(O)c1` is entered as 1.7, 6, 9, 3.3, -3, -1.1, 1.5, 6, -3, -3, -5
